Bioassay records (PubChem BioAssay)
Dengue-2 NS5 capping: Dengue-2 NS5 methyltransferase inhibitors, primary screen, biochemical, confirmation dose response (AID 588689). Dengue-2 NS5 methyltransferase capping enzyme assay, biochemical; higher % means a stronger effect. inhibition, % at 25 µM, or IC50 in µM where a hit was titrated. 340,000 compounds, 0.3% hits; in the data active = a potency from the dose series
Dengue-2 NS5 capping pilot replicate: second read-out of Dengue-2 NS5 capping, no call of its own (marks repeat the call); inhibition, %; measured here: pilot screen replicate inhibition
Starred values were filed as active, the others as inactive. These rows are one share of the data; the hit share may differ from the screen's.

SMILES	Dengue-2 NS5 capping	others
CNC1(C(N)=O)CCN(Cc2ccccc2)CC1	-1%
CCc1ccc(C(=O)NNC(=O)[C@H](C)NC(=O)c2ccco2)cc1	-4%
COc1ccc2c(c1)/C(=C\c1cccc(/C=C3/C(=O)Nc4ccc(OC)cc43)n1)C(=O)N2	-11%
CCCCN(C(=O)CSCC(=O)Nc1ccc(OC)cc1)c1c(N)n(CC(C)C)c(=O)[nH]c1=O	-4%
COCC(=O)N(C)C[C@H]1Oc2ncc(C#C[C@H](C)O)cc2C(=O)N([C@@H](C)CO)C[C@H]1C	-8%
Cc1nn(-c2ccccc2)c(Cl)c1C(=O)NNC(=O)c1ccccc1O	-6%
Cc1cc(N2C(=O)C(=O)/C(=C(/O)c3ccccc3)C2c2cccc(Br)c2)no1 (stereo unspecified)	11%
O=C1NCCN(CC2CCN(CC3CCCC3)CC2)C1=O	-1%	Dengue-2 NS5 capping pilot replicate=-0.6
O=C1C=C(c2cccc(Br)c2)C[C@@H](c2ccc(Cl)cc2)C1	-2%
CNS(=O)(=O)c1ccc(CNC[C@H]2O[C@@H](n3cnc(C(N)=O)n3)[C@H](O)[C@@H]2O)cc1	-3%	Dengue-2 NS5 capping pilot replicate=-2.1
CN(C(=O)COC(=O)c1cc(S(=O)(=O)N2CCCCC2)ccc1Cl)c1ccccc1	4%
CCCCN1C=C(C(C)=O)C(=O)CC1	-3%	Dengue-2 NS5 capping pilot replicate=-1.2
COc1cc(-c2cc(C(=O)Nc3ccc(C)c(S(=O)(=O)N4CCOCC4)c3)c3ccccc3n2)cc(OC)c1OC	0%
COc1ccc(NC(=O)CSc2n[nH]c(-c3ccccc3)n2)cc1S(N)(=O)=O	-5%
CCNC(=S)NNC(=O)c1ccc(S(=O)(=O)NCc2ccco2)cc1	-6%
O=C(COC(=O)c1ccc2ncsc2c1)Nc1ccccc1Cl	-11%
COc1ccccc1NS(=O)(=O)c1ccc(C(=O)N2CCN(c3ccccc3)CC2)cc1	-6%
N#CC12C(=O)NC(=O)C1(C#N)C21CCCC1 (stereo unspecified)	-1%
O=C(NCC(=O)N1CCN(Cc2ccccc2)CC1)c1cccs1	1%
O=C1NCC(c2ccccc2)(c2ccccc2)C(=O)N1	11%

Ordered by heavy-atom count (largest number first): part of the list above
SMILES	Dengue-2 NS5 capping	others
COc1ccccc1NS(=O)(=O)c1ccc(C(=O)N2CCN(c3ccccc3)CC2)cc1	-6%
O=C1NCC(c2ccccc2)(c2ccccc2)C(=O)N1	11%
CNC1(C(N)=O)CCN(Cc2ccccc2)CC1	-1%
N#CC12C(=O)NC(=O)C1(C#N)C21CCCC1 (stereo unspecified)	-1%

The main list resumes, starting 5 compounds before the break.
SMILES	Dengue-2 NS5 capping	others
O=C(COC(=O)c1ccc2ncsc2c1)Nc1ccccc1Cl	-11%
COc1ccccc1NS(=O)(=O)c1ccc(C(=O)N2CCN(c3ccccc3)CC2)cc1	-6%
N#CC12C(=O)NC(=O)C1(C#N)C21CCCC1 (stereo unspecified)	-1%
O=C(NCC(=O)N1CCN(Cc2ccccc2)CC1)c1cccs1	1%
O=C1NCC(c2ccccc2)(c2ccccc2)C(=O)N1	11%
CCCCCC(=O)N1C[C@@H](n2cc(-c3ccc(F)cc3)nn2)[C@H](O)C[C@@H]1c1ccc(OC)cc1	-3%
Cc1ccccc1CN(C)C[C@@H]1OCc2cnnn2CCCC(=O)N([C@@H](C)CO)C[C@H]1C	1%
COc1cccc(C(=O)NCCS(=O)(=O)N(C)Cc2ccccc2)c1	7%
COc1ccccc1N1CC(C(=O)Nc2nc(C)cs2)CC1=O (stereo unspecified)	-3%
CCc1ccccc1OCC(=O)Nc1cccc(S(=O)(=O)N2CCCC2)c1	1%
COc1ccccc1-c1ccc([C@@H]2C[C@H]3[C@H](CON3C)CN2C(=O)c2ccc(-c3ccccc3)cc2)cc1	-1%
CSCCC(NS(=O)(=O)c1ccccc1F)C(=O)NCc1cccs1 (stereo unspecified)	2%
C[C@H](CO)N1C[C@H](C)[C@H](CN(C)S(=O)(=O)c2ccccc2F)OCc2cnnn2CCCC1=O	-1%
COc1ccc(-c2nn(Cc3ccccc3)cc2C(=O)N2CCN(c3ccccn3)CC2)cc1OC	-4%
COc1ccc(CC(=O)NCc2ccc(Cl)cc2)cc1S(=O)(=O)N1CCOCC1	-2%
COc1cc(C(=O)NCC(c2cccs2)N2CCc3ccccc32)cc(OC)c1OC (stereo unspecified)	-8%
O=S(=O)(c1cccs1)N1CCN(CCOc2ccc(Cl)cc2)CC1	-7%
COCCN(CC(=O)Nc1cccc(C)c1C)C(=O)c1ccc2ccccc2n1	-2%
O=C(O)c1ccccc1C(=O)c1ccc2oc(=O)[nH]c2c1	8%
COc1ccc(COC(=O)C2CCN(S(=O)(=O)c3cccs3)CC2)cc1	-4%
CC(C)c1ccc(OC(=O)c2ccc3c(=O)n4c(nc3c2)CCC4)cc1	0%
O=C(CN1CCOCC1)N1CCOCC1	-11%
CC1CCCC(NC(=S)NC(=O)c2ccco2)C1C (stereo unspecified)	2%
CC(C)(C)c1ccc(OCCC(=O)OCC(=O)NC2CC2)cc1	-2%
CCOc1ccc(NC(=O)CN(C)C(=O)c2csc3c2CCCC3)cc1OCC	0%

5 compounds picked at random from the list so far, as already listed:
SMILES	Dengue-2 NS5 capping	others
O=S(=O)(c1cccs1)N1CCN(CCOc2ccc(Cl)cc2)CC1	-7%
CC(C)c1ccc(OC(=O)c2ccc3c(=O)n4c(nc3c2)CCC4)cc1	0%
COc1ccccc1-c1ccc([C@@H]2C[C@H]3[C@H](CON3C)CN2C(=O)c2ccc(-c3ccccc3)cc2)cc1	-1%
CCc1ccccc1OCC(=O)Nc1cccc(S(=O)(=O)N2CCCC2)c1	1%
O=C(CN1CCOCC1)N1CCOCC1	-11%

Among those listed so far, 3 have fluorine:
SMILES	Dengue-2 NS5 capping	others
CCCCCC(=O)N1C[C@@H](n2cc(-c3ccc(F)cc3)nn2)[C@H](O)C[C@@H]1c1ccc(OC)cc1	-3%
CSCCC(NS(=O)(=O)c1ccccc1F)C(=O)NCc1cccs1 (stereo unspecified)	2%
C[C@H](CO)N1C[C@H](C)[C@H](CN(C)S(=O)(=O)c2ccccc2F)OCc2cnnn2CCCC1=O	-1%

(listing goes on)
SMILES	Dengue-2 NS5 capping	others
O=C(COC(=O)c1ccc[n+]([O-])c1)Nc1ccc([N+](=O)[O-])cc1Cl	-6%
C/C(=N\NC(=O)C(O)c1ccccc1)c1ccc(C)s1 (stereo unspecified)	-13%
O=C(NCCCN1CCCC1=O)c1ccc(NS(=O)(=O)c2ccc(F)cc2)cc1	-3%
CC1CCC(NC(=O)CSc2nncn2C)CC1 (stereo unspecified)	0%
CCCCN(C(=O)C1CCCC1)C1CCS(=O)(=O)C1 (stereo unspecified)	-6%
COc1ccccc1C(CNC(=O)c1ccc(S(=O)(=O)N2CCCCC2)cc1)N(C)C (stereo unspecified)	-7%
COc1ccc(C)cc1NC(=O)COC(=O)Cc1c[nH]c2ccccc12	-1%
NC(=O)C1CCN(C(=O)CNC(=O)c2ccc(F)cc2)CC1	5%
O=C1CC(C(=O)N2CCN(c3ccccn3)CC2)CN1Cc1ccccc1Cl (stereo unspecified)	-7%
O=C(c1cccc(N2C(=O)c3ccccc3C2=O)c1)N1CCCC(C(F)(F)F)C1 (stereo unspecified)	4%
O=C(CCNC(=O)c1ccc([N+](=O)[O-])cc1)NC1CCCc2ccccc21 (stereo unspecified)	-3%
CCc1cccc(CC)c1N1C(=O)COCC1=O	-3%
O=C1c2ccccc2S(=O)N1c1cccc(F)c1 (stereo unspecified)	-23%
CCc1noc(C)c1C(=O)OC(C)C(=O)Nc1cc([N+](=O)[O-])ccc1OC (stereo unspecified)	9%
CCN(CC)CCCn1c(SCC(=O)NCC2CCCO2)nc2ccccc2c1=O (stereo unspecified)	4%
COc1ccccc1C(=O)NCCCCNC(=O)c1ccccc1OC	-5%
CCCCNC(=O)c1ccccc1SCC(=O)NC1CCCCCCC1	-1%
CCOC(=O)c1c(NC(=O)COC(=O)c2cnc(C)cn2)sc(C(=O)N(C)C)c1C	-14%
O=C(CN1C(=O)C(=O)N(CCC2=CCCCC2)C1=O)Nc1ccc(F)cc1F	-1%
CN(Cc1cccs1)C(=O)c1cc(S(=O)(=O)N2CCOCC2)ccc1N1CCCC1	-9%
CCOC(=O)[C@@H]1[C@H]2COc3cc(OC)ccc3[C@H]2N2C(=O)N(c3cccc(F)c3)C(=O)[C@]12C	2%
C[C@@H]1CN([C@@H](C)CO)C(=O)CCCn2nncc2CO[C@@H]1CN(C)S(=O)(=O)c1cccs1	-3%
CCOc1ccc(NC(=O)COc2ccc(C(=O)N3CCC(C(N)=O)CC3)cc2OC)cc1	1%
O=C(O)c1ccccc1C(=O)Nc1ccc(Nc2ccccc2)cc1	12%
Cc1ccc(-c2nn3c(-c4ccccc4)nnc3o2)cc1	0%
Cc1ccc(CSCC(=O)N(CCC(C)C)c2c(N)n(Cc3ccccc3)c(=O)[nH]c2=O)cc1	-1%
COc1ccc(NC(=O)CSc2nc(C)cs2)c([N+](=O)[O-])c1	-11%
Clc1ncccc1OCc1ccccc1	4%
CCCCc1cc2ccccc2c(OCCN(C)C)n1	3%
CCN(CC(=O)Nc1c(F)cccc1F)C(=O)c1ccc(C2SCCS2)cc1	-2%
CC(C)(C)CC(C)(C)c1ccc(OCCOCC[N+](C)(C)Cc2ccccc2)cc1	-4%
Cc1nn(-c2ccccc2)c(C)c1C(=O)OCC(=O)N(C)c1c(N)n(Cc2ccccc2)c(=O)[nH]c1=O	-3%
Cc1cn(C2CCCO2)c(=O)nc1N (stereo unspecified)	-13%
Cc1ccc(C(=O)CCC(=O)NNC(=O)c2ccccc2O)cc1	-3%
CC(Sc1nnc(CN2CCCC2)n1Cc1ccccc1)C(=O)Nc1ccccc1 (stereo unspecified)	-4%
CC(C)n1nc(C(=O)NNC(=O)c2ccncc2)c2ccccc2c1=O	0%
CCCn1c(N)c(C(=O)CN(C)CC(=O)Nc2cc(C)ccc2C)c(=O)[nH]c1=O	-7%
C=CCNC(=S)N1CCC2CC1c1c(Cl)cccc12 (stereo unspecified)	-1%
CC(=O)NC(CC(=O)OCC(=O)c1cc(C)ccc1C)c1ccccc1 (stereo unspecified)	-13%
Cc1nn(-c2ccccc2)nc1C(=O)OCC(=O)N1CCCCC1C (stereo unspecified)	-5%
O=C(COC(=O)c1ccc(C(F)(F)F)cc1)Nc1cccc(S(=O)(=O)N2CCCCC2)c1	-6%
Cc1cc(C(=O)COC(=O)c2cccc(S(=O)(=O)N(C)C)c2)c(C)n1CC1CCCO1 (stereo unspecified)	-10%
O=C1C=C(c2ccc3c(c2)OCCO3)C[C@@H](c2ccc(F)cc2)C1	-3%
COc1cc(/C=C/C(=O)O[C@H]2[C@H](O[C@@H]3O[C@@H](C)[C@H](O)[C@@H](O)[C@H]3O)[C@@H](O)[C@H](OCCc3ccc(O)c(OC)c3)O[C@@H]2CO)ccc1O	-12%
CN(CC(=O)Nc1ccccc1Cl)C(=O)c1cc(-c2cccs2)nn1-c1ccccc1	-4%
Cc1cc(OCc2cn(CC(=O)c3ccc(O)cc3)nn2)ccc1[N+](=O)[O-]	2%
COc1ccc(S(=O)(=O)N2CCOCC2)cc1NC(=O)COc1ccc(C)cc1	-5%
O=C(CN1C(=O)NC2(CCc3ccccc32)C1=O)NCc1ccc(F)cc1 (stereo unspecified)	1%
COc1ccc(CNC(=O)C(=O)NCCC2CCCCN2S(=O)(=O)c2ccc(C)cc2)cc1 (stereo unspecified)	-4%
O=C(CSc1ccc(S(=O)(=O)N2CCOCC2)cn1)Nc1ccc(OC(F)F)cc1	4%
CN(C(=O)c1cccc(NC(=O)Cc2ccc(NC(=O)C3CCN(C(=O)c4ccccc4)CC3)cc2)c1)C1CCCC1	-1%
Cc1c(NC(=O)c2cccc(NC(=O)Cc3c(F)cccc3Cl)c2)c(=O)n(-c2ccccc2)n1C	-1%
CCN(CC)CCCN=C1N[C@@H](c2cccc(F)c2)C(C(=O)OC)=C(C)N1Cc1ccccc1	7%
Cc1cc(C)n2nc(C(=O)OCC(=O)NNC(=O)c3ccc(Cl)cc3)nc2n1	4%
C=CCn1c2ccccc2c(=O)c2cc(C#Cc3cc(OC)cc(OC)c3)ccc21	-3%
O=C(COC(=O)CNC(=O)C1CCCCC1)Nc1cc(C(F)(F)F)ccc1Cl	-3%
Cc1ccc(OCC(=O)Nc2cccc3ccccc23)c([N+](=O)[O-])n1	1%
Cc1ccc(NC(=O)CCN2C(=O)c3ccccc3S2(=O)=O)cc1C	-4%
COc1ccc(CNC(=O)CN2CCN(S(=O)(=O)c3ccccc3)CC2)cc1	1%
CC(Oc1ccccc1)C(=O)N1CCN(c2ccc(N3CCCCCC3)nn2)CC1 (stereo unspecified)	-4%
(more compounds)
SMILES	Dengue-2 NS5 capping	others
O=C1/C(=C/c2cccnc2)SC(=S)N1Cc1ccco1	-12%
CCCC[C@@H]1C=C(C(=O)O)[C@H](c2ccc(C#N)cc2)N1S(=O)(=O)c1ccc(C)cc1	-1%
CC/C=C\C/C=C\C/C=C\CCCCCCCC(=O)O	2%
CCCCn1c(N)c(N(CCC(C)C)C(=O)COC(=O)c2sccc2C)c(=O)[nH]c1=O	-8%
CCCN1C(=O)C(=O)N(CC(=O)c2cc(C)n(C3CC3)c2C)C1=O	0%
O=C(CN1C(=O)C(=O)N(C2CCCC2)C1=O)Nc1ccc([N+](=O)[O-])cc1	6%
O=C(OCC(=O)c1c[nH]c2ccccc12)c1cncc(Br)c1	2%
COc1ccc(NC(=O)C2CCN(C(=O)Nc3ccccc3)CC2)cc1S(=O)(=O)N(C)C	2%
COc1ccc2c([N+](=O)[O-])c(N3CCOCC3)[nH]c2c1	-3%
CC(Oc1cccc(F)c1)C(=O)Nc1ccc(N2CCOCC2)cc1 (stereo unspecified)	-5%
CN(CCNC(=O)c1c[nH]c2c1ccc1ccccc12)CCNC(=O)c1c[nH]c2c1ccc1ccccc12	3%
